Screening data: PubChem, several laboratories
NALP1 inh = NALP1 inhibition; inhibition, % at 10 µM; 0.61% of 280,000 active; AID 2071; S. cerevisiae NALP1/ASC/caspase-1 growth, X-gal OD620, 72 h; in the data active = inhibition mostly above about 24%, no sharp cut-off; inactive = mostly below about 32%; note: some compounds called inactive have numbers as strong as hits
PfM18AAP inh = PfM18AAP enzyme inhibition. recombinant PfM18AAP, H-Glu-NHMec fluorogenic cleavage. inhibition, % at 7.35 µM. 1.2% of 290,000 active. AID 1822;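 active = inhibition above the campaign mean inhibition over all tested compounds plus 3 SD, cut at about 28% in these data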;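 note: 0% = plate median of test compound wells and 100% = 2 mM ZnCl2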
IDE cell activ = IDE (human) activation, cell-based. activation, % at 5.96 µM. HEK cells, FAbeta-B cleavage, fluorescence polarization; 0% vehicle, 100% cell-free pure enzyme wells. P14735. 0.073% of 340,000 active;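 active = activation above the mean of all tested compounds plus 3 SD, set per screening campaign, cut at about 17% in these data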
MEKK2wt PB1 HTS = raises or lowers MEK5 binding to wildtype human MEKK2 PB1 domain | Q9Y2U5 | bead flow cytometry, Alexa488-MEK5 binding to MEKK2 WT; actives lie on both sides | binding response (% of control), % at 10 µM | 1.1% of 290,000 active | AID 1531; in the data active = binding response below about 67% or above about 130%
IDE cell inh = inhibits human insulin-degrading enzyme in HEK cells. P14735. AID 434962. inhibition, % at 5.59 µM. FAbetaB cleavage, fluorescence polarization. 0.41% of 320,000 active;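 active = percent inhibition above the average of all tested compounds plus 3 SD, set per screening campaign, cut at about 16% in these data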;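 note: IDE supplied by intact live HEK cells; FP after avidin binding of uncleaved biotin substrate so inhibition keeps polarization high; 0% = DMSO wells and 100% = 60 µM reference IDE inhibitor Ii1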
MEKK2mut PB1 HTS = signal of MEK5 binding to mutant human MEKK2 PB1 domain; bead flow cytometry, Alexa488-MEK5 binding to MEKK2 mutant; percent response, % at 10 µM; 0.35% of 290,000 active; AID 1530; in the data active = percent response above about 24%, passing the limit was not always enough; note: inactives centre near 1; some results filed as inactive read as strong as hits; reference of the scale not given here
pCIP destab = lowers stability of the mouse p/CIP coactivator protein; Q05BA5; F442A p/CIP-EGFP cells, EGFP fluorescence, 16 h; decrease of EGFP signal, % at 10 µM; 0.01% of 290,000 active; AID 1984;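 active = EGFP signal decrease of at least 30% at 10 µM or well 3 SD below plate mean, unless failing retest; inactive = the rest, including hits failing retest or dose response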; note: some compounds called inactive have numbers as strong as hits; many of its hits are not listed in these tables
Target sequence (Q05BA5 1-1403): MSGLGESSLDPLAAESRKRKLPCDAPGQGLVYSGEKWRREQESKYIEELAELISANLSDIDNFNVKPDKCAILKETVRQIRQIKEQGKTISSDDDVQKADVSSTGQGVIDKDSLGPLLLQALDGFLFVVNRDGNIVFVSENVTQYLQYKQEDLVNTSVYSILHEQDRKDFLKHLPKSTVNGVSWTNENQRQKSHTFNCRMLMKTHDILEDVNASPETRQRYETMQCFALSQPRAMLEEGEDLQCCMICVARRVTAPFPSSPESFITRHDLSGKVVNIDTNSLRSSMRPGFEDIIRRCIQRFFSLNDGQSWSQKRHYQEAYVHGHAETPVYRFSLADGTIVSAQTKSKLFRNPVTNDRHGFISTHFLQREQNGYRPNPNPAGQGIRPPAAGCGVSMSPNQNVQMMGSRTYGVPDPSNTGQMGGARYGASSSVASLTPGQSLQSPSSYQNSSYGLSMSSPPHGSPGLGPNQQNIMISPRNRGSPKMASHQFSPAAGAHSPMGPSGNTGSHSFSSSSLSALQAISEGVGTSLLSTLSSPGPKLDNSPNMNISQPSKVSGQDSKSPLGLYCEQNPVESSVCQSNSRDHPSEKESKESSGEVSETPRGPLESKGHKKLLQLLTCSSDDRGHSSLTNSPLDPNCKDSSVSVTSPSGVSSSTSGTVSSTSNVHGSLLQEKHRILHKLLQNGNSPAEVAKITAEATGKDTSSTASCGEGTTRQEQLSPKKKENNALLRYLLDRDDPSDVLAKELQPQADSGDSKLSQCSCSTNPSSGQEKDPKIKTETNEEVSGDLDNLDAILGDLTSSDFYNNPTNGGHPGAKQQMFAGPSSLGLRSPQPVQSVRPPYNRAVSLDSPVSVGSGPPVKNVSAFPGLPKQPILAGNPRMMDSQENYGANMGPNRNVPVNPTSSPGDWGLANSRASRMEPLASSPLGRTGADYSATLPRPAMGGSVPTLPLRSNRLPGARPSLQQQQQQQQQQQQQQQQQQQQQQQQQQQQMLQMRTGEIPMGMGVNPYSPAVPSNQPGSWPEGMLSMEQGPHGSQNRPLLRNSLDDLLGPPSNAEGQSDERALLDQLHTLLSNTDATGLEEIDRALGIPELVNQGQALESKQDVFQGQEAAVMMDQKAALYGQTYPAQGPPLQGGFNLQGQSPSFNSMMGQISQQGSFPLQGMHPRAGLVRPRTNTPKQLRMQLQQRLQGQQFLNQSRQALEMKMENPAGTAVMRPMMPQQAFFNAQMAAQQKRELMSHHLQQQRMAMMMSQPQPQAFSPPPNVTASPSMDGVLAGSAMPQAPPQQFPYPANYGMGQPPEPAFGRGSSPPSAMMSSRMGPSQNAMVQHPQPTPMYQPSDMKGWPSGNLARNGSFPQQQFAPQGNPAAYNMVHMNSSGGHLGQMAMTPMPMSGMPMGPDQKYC
MEKK3 PB1 HTS = raises or lowers MEK5 binding to the human MEKK3 PB1 domain | binding response (% of control), % at 10 µM | Q99759 | 1.4% of 290,000 active | bead-based flow cytometry, Alexa488-MEK5 binding to MEKK3; actives lie on both sides; 0 = blocked by unlabeled MEK5, 100 = vehicle;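 active = binding response more than 3 SD above or below the average of its plate-row segment, actives on both sides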;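 note: Alexa488 bead fluorescence after subtracting the streptavidin-only scavenger bead signal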
SUMO HTRF inh = blocks human SUMOylation mediated by UBC9; inhibition, % at 35 µM; HTRF SUMOylation assay, SAE1/SAE2 + UBC9, in vitro; 0.36% of 290,000 active; P63279; in the data active = inhibition above about 50%, passing the limit was not always enough; note: strong numbers were not always called active
* hit, by the source's call; nt = no result given; [ ] = dose if it differs, or a comment. A portion of the library, so the mix of outcomes need not match the whole.

Start of the listing, in advance:
Keys: A = NALP1 inh; B = PfM18AAP inh; C = IDE cell activ; D = MEKK2wt PB1 HTS; E = IDE cell inh; F = MEKK2mut PB1 HTS; G = pCIP destab; H = MEKK3 PB1 HTS; I = SUMO HTRF inh
[1] CCOc1ccc(-n2c(O)cc(=O)[nH]c2=O)cc1
  A = nt	B = -6	C = 0	D = 94	E = 1	F = -3	G = -14	H = 97	I = 8
[2] C=CCN1c2ccccc2[C@]23C[C@@H](C(=O)OC)N=C2NC(C(=O)OC)=C(C(=O)OC)[C@H]13
  A = nt	B = nt	C = 1	D = 150*	E = -5	F = 1	G = -12	H = 126	I = 26
[3] CCOc1ccc(C(=O)CCC(=O)NCC(=O)OCc2ccccc2)cc1OCC
  A = 16	B = -9	C = 4	D = 97	E = -7	F = 3	G = 2	H = 102	I = 8
[4] CCN(CC)c1ccc(NC(=O)c2cccc(F)c2)c(C)c1
  A = 2	B = 14	C = -1	D = 97	E = 1	F = 2	G = -1	H = 101	I = -18
[5] COC(=O)Cc1ccc(NC(=O)c2ccc3c(c2)C(=O)N(Cc2cccnc2)C3=O)cc1
  A = 6	B = -1	C = 3	D = 103	E = 3	F = 4	G = 19	H = 97	I = 5
[6] Cc1ccc(C2=NN(C(=O)CSc3nc4ncc(Cl)cc4[nH]3)C(c3ccco3)C2)cc1 (stereo unspecified)
  A = 4	B = 6	C = 3	D = 89	E = -8	F = -7	G = -5	H = 91	I = 9
[7] COc1ccc(CN(CCO)CCO)cc1[N+](=O)[O-]
  A = 35	B = 2	C = 2	D = 101	E = 0	F = -2	G = -14	H = 98	I = 4
[8] COc1cccc(C2=NN(C(=O)c3ccc(C)o3)C(O)(C(F)(F)F)C2)c1 (stereo unspecified)
  A = 9	B = 0	C = 4	D = 97	E = -4	F = -5	G = -14	H = 96	I = -15
[9] Cc1nn(-c2ccccc2)c2c1c(C)c(CCC(=O)N1CCOCC1)c(=O)n2C
  A = 2	B = -6	C = 1	D = 102	E = -2	F = 2	G = -21	H = 105	I = 18

The whole of this part, from the first entry:
Keys: A = NALP1 inh; B = PfM18AAP inh; C = IDE cell activ; D = MEKK2wt PB1 HTS; E = IDE cell inh; F = MEKK2mut PB1 HTS; G = pCIP destab; H = MEKK3 PB1 HTS; I = SUMO HTRF inh
[1] CCOc1ccc(-n2c(O)cc(=O)[nH]c2=O)cc1
  A = nt	B = -6	C = 0	D = 94	E = 1	F = -3	G = -14	H = 97	I = 8
[2] C=CCN1c2ccccc2[C@]23C[C@@H](C(=O)OC)N=C2NC(C(=O)OC)=C(C(=O)OC)[C@H]13
  A = nt	B = nt	C = 1	D = 150*	E = -5	F = 1	G = -12	H = 126	I = 26
[3] CCOc1ccc(C(=O)CCC(=O)NCC(=O)OCc2ccccc2)cc1OCC
  A = 16	B = -9	C = 4	D = 97	E = -7	F = 3	G = 2	H = 102	I = 8
[4] CCN(CC)c1ccc(NC(=O)c2cccc(F)c2)c(C)c1
  A = 2	B = 14	C = -1	D = 97	E = 1	F = 2	G = -1	H = 101	I = -18
[5] COC(=O)Cc1ccc(NC(=O)c2ccc3c(c2)C(=O)N(Cc2cccnc2)C3=O)cc1
  A = 6	B = -1	C = 3	D = 103	E = 3	F = 4	G = 19	H = 97	I = 5
[6] Cc1ccc(C2=NN(C(=O)CSc3nc4ncc(Cl)cc4[nH]3)C(c3ccco3)C2)cc1 (stereo unspecified)
  A = 4	B = 6	C = 3	D = 89	E = -8	F = -7	G = -5	H = 91	I = 9
[7] COc1ccc(CN(CCO)CCO)cc1[N+](=O)[O-]
  A = 35	B = 2	C = 2	D = 101	E = 0	F = -2	G = -14	H = 98	I = 4
[8] COc1cccc(C2=NN(C(=O)c3ccc(C)o3)C(O)(C(F)(F)F)C2)c1 (stereo unspecified)
  A = 9	B = 0	C = 4	D = 97	E = -4	F = -5	G = -14	H = 96	I = -15
[9] Cc1nn(-c2ccccc2)c2c1c(C)c(CCC(=O)N1CCOCC1)c(=O)n2C
  A = 2	B = -6	C = 1	D = 102	E = -2	F = 2	G = -21	H = 105	I = 18
[10] CN(C)C(=S)Nc1ccc(S(=O)(=O)N2CCCCC2)cc1
  A = -8	B = 2	C = 3	D = 98	E = -1	F = -12	G = -4	H = 93	I = 1
[11] O=C(Nc1ccc(Cl)cc1)C1=Cc2cc(Cl)ccc2OC1
  A = 8	B = 3	C = 3	D = 106	E = 0	F = 5	G = 3	H = 104	I = -7
[12] COc1cccc(C(=O)CSc2nnc(-c3ccco3)n2CC2CCCO2)c1 (stereo unspecified)
  A = -4	B = -7	C = 7	D = 110	E = -2	F = 4	G = -6	H = 105	I = 13
[13] COC(=O)c1c(NC(=O)COC(=O)c2ccc(C)s2)sc2c1CCCCC2
  A = 19	B = 1	C = 1	D = 107	E = -2	F = 0	G = -14	H = 115	I = 15
[14] CCOC(=O)C1=C(C)N=c2s/c(=C\c3ccc(OCC(=O)O)cc3)c(=O)n2C1c1ccc(Cl)cc1 (stereo unspecified)
  A = 11	B = 7	C = -9	D = 97	E = nt	F = -4	G = 0	H = 101	I = 33
[15] CCCc1cc(=O)oc2cc(C)cc(OC(C)C(=O)NCCCN3CCOCC3)c12 (stereo unspecified)
  A = 11	B = 2	C = 5	D = 99	E = 6	F = -1	G = -13	H = 96	I = 20
[16] O=C(Cc1cccs1)N/N=C/C(Cl)=C/c1ccccc1
  A = 3	B = 9	C = -4	D = 99	E = 1	F = -1	G = -16	H = 100	I = 7
[17] CCn1nnnc1NCc1ccc(SC)cc1
  A = 9	B = 2	C = 5	D = 105	E = nt	F = 1	G = -1	H = 101	I = 1
[18] COc1ccc(/C=C2/NC(=O)N(CC(=O)Nc3cccc(C)c3)C2=O)cc1O
  A = 13	B = -1	C = 6	D = 97	E = 1	F = -7	G = -11	H = 103	I = 24
[19] NC(=S)N/N=C/c1ccc(-c2cc(Cl)cc(Cl)c2)o1
  A = -2	B = 1	C = -8	D = 93	E = 3	F = 1	G = -4	H = 103	I = 0
[20] CC(/C=N/NC(=O)Cc1cc(=O)[nH][nH]1)=C\c1ccccc1
  A = -1	B = 6	C = 6	D = 97	E = -1	F = -4	G = -13	H = 96	I = 13
[21] N#CCc1nn(-c2ccccc2)c2ncnc(N)c12
  A = 24	B = -2	C = 4	D = 89	E = 5	F = -22	G = 2	H = 91	I = 21
[22] CN(C)S(=O)(=O)N1CCN(c2ccc(Cl)cc2)CC1
  A = 17	B = 3	C = 2	D = 96	E = 5	F = -3	G = -12	H = 89	I = 18
[23] Nc1c(C(=O)O)sc2nc(-c3ccc(F)cc3)cc(-c3ccccc3)c12
  A = nt	B = -2	C = -7	D = 102	E = -2	F = 1	G = 6	H = 107	I = 10
[24] Cn1cccc1C(=O)NC(=O)CSc1nnc(C2CC2)n1-c1ccccc1
  A = 8	B = -6	C = 6	D = 122	E = 4	F = 8	G = -2	H = 127*	I = -6
[25] Cc1ccc(OCCn2cc(/C(N)=N/O)c3ccccc32)cc1C
  A = -14	B = 0	C = -5	D = 105	E = 3	F = 4	G = 3	H = 103	I = 0
[26] Clc1ccc(OCCCCCN2CCCC2)c(Br)c1
  A = 43	B = 3	C = -3	D = 97	E = 0	F = 5	G = -18	H = 106	I = 18
[27] CCOC(=O)c1cnc2cc(C)nn2c1C
  A = 5	B = 1	C = 1	D = 87	E = 4	F = -10	G = 4	H = 74*[inhibitor]	I = 8
